ELG1 repair inh: blocks ELG1-dependent DNA repair in HEK293T cells | HEK293T ELG1-luciferase reporter, luminescence, 16 h; DNA damage induced by 5-fluorouridine | Potency, µM (titrated, usually from 46.1 µM), for the others: top-dose activity change, negative = inhibition, usual class: inhibitors | actives 2.3% (n = 330,000); further: potency means the concentration at half of the fitted maximal effect; on the % scale 0 is the no-effect control and ±100 the full control effect; nearly all actives have a fitted effect of over 55% in size
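Luminescence from the luciferase reporter, measured 30 min after ONE-Glo reagent at room temperature, was the read-out. Beforehand, 2,000 cells per well were exposed for 16 hr at 37 °C to 5-fluorouridine together with compound or vehicle.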
BCR signal inh: chronic active BCR signaling inhibition. ABC-DLBCL IkBa-CBG/CBR reporter, luminescence ratio, 4 h. Potency, µM (top dose mostly 46.1 µM), for inactives: at the top dose ratio change, negative = lower green/red ratio, usual class: inhibitors. actives 0.05% (n = 340,000). AID 493014; active means well fitted inhibition curve with a large enough effect in the signal ratio, with a control signal flat, not every such curve was filed as active; inconclusive means small, poorly fitted or top-dose-only effect, or effect the other way, or a change in a side signal; the % refers to the signal ratio;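 further: potency means the concentration at half of the fitted maximal effect; plate controls were basal doxycycline-induced cells for no effect and cells given 10 µM MG132 for full effect; MG132 reads +100%, hits lower the ratio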
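Compounds up to 46 uM were incubated four hours with TMD8 cells whose green CBG68 luciferase is fused to IkappaBalpha; red CBR luminescence normalised the signal, and concentration-effect curves were fitted to fusion, red and ratio data.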
TCR activator: activators of T cell receptors. AID 504894. Potency, µM (titrated, usually from 9.22 µM), for inactives: top-dose activation of IL-2 secretion, actives largely listed as activators. primary human leukocytes, anti-CD3, IL-2 HTRF, 48 h. 330,000 tested, under 10 active; further: % of control where 0% means no effect
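48 hr co-incubation of compounds, a-CD3 beads and primary human leukocytes; IL-2 quantified homogeneously by HTRF with anti-IL-2 K and d2 conjugates.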
uPA generation: blocks generation of uPA at the cell surface; cell surface uPA generation assay, qHTS; Potency, µM (titrated, usually from 38.3 µM), for the others: top-dose activity change, negative = inhibition, actives largely listed as inhibitors; actives 0.31% (n = 330,000); AID 540303; active means well fitted inhibition curve with a large enough effect; inconclusive means small, poorly fitted or top-dose-only effect; inactive means no such curve, though single readings can be large or run the other way; tested in mouse RAW 264.7 cells; further: potency means the concentration at half of the fitted maximal effect; on the % scale 0 is the no-effect control and ±100 the full control effect; nearly all actives have a fitted effect of over 55% in size
B2AR arrestin: beta2AR (human) beta-arrestin recruitment activity; Potency, µM (titrated, usually from 46.1 µM), for inactives: at the top dose activation, hits mostly activators; P07550; beta-arrestin recruitment to beta2AR, cell-based reporter; actives 0.02% (n = 330,000);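 further: potency means the concentration at half of the fitted maximal effect; 0% = DMSO controls and full agonism = EC100 isoproterenol or metaproterenol; nearly all actives have a fitted effect of over 65% in size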
Target sequence (P07550 whole entry, looked up): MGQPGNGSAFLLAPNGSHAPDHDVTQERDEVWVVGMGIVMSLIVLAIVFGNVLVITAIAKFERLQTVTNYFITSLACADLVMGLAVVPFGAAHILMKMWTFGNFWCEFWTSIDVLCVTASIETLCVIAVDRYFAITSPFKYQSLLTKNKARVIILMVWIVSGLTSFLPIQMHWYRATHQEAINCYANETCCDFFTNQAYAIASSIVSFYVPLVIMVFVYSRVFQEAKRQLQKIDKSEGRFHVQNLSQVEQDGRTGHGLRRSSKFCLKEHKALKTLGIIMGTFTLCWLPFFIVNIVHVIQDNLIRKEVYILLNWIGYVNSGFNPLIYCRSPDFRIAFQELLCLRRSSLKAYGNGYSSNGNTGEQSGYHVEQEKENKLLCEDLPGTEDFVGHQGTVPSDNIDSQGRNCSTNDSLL
USP2a block: USP2a (human) protease inhibition; actives 0.01% (n = 330,000); USP2 core, Ub-CHOP2 coupled fluorogenic reporter, 485/531; O75604; Potency, µM (titrated, usually from 38.3 µM), inactives show at the top dose activity change, negative = inhibition, actives largely listed as inhibitors;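 further: potency means the concentration at half of the fitted maximal effect; plate controls were DMSO wells for no effect and full inhibition by NEM control for full effect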
Target sequence (O75604 whole entry, looked up): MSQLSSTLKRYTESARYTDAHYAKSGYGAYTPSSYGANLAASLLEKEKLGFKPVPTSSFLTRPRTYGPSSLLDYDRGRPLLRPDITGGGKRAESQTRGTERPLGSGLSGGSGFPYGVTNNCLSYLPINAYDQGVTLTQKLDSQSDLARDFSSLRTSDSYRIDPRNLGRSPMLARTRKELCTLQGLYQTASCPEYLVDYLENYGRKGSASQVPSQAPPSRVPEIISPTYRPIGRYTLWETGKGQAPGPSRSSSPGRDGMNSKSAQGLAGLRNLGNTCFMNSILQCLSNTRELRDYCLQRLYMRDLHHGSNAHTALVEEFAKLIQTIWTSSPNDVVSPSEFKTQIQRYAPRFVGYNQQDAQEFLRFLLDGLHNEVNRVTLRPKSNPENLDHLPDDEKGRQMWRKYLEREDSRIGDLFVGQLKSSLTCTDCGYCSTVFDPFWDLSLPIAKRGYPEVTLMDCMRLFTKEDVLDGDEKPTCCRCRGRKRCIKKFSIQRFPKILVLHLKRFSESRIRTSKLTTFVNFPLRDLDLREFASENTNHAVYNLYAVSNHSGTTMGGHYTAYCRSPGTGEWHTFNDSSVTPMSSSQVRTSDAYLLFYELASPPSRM
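Deubiquitinase activity read as fluorescence (485/531 nm) after Ub-CHOP2 cleavage activates the enterokinase reporter on its substrate; USP2 core 10nM, Ub-CHOP2 and substrate 25nM each, 30min compound preincubation then 60min RT; data normalized to NEM, curves fitted.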
TSG101-PTAP inh: blocks PTAP/TSG101 interaction to inhibit HIV-1 budding | Q99816 | Fluorescence polarization, FITC-PTAP peptide / Tsg101 binding | AID 493005 | Potency, µM (doses to about 115 µM), for inactives: at the highest dose activity change, negative = inhibition, hits mostly inhibitors | 340,000 tested, under 10 active; active means well fitted inhibition curve with a large enough effect in the main read-out, with a control signal flat, not every such curve was filed as active; inconclusive means small, poorly fitted or top-dose-only effect, or effect the other way, or a change in a side signal; inactive means no such curve, though single readings can be large or run the other way; further: potency means the concentration at half of the fitted maximal effect; % of control where 0% means no effect
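Fluorescence polarization binding of Tsg101 binding domain (10 uM final) to FITC-labeled PTAP peptide (50 nM final) in HEPES pH 7.5 buffer with NaCl, Tween 20, EDTA, TCEP. Compounds added before peptide; binding 20 min at RT.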
TSHR antag: antagonists of human thyroid stimulating hormone receptor. TSHR-expressing cells, TSH-stimulated cAMP HTRF, 2 h; stronger effect = lower value. activity change, negative = inhibition, % at 11.5 µM. actives 0.2% (n = 330,000). AID 504810;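 active means activity change below a set negative limit, meaning inhibition stronger than a set level, cut at about -70% in these data; inconclusive means activity change between two set negative limits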; further: on the % scale 0 is the no-effect control and ±100 the full control effect
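Antagonism was scored as loss of TSH-driven cAMP in TSHR cells, stimulated with 4nM TSH (EC80) for 2 hours at 37 deg C and detected by homogeneous HTRF competition immunoassay.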
Eya2 phos inh: Eya2 (human) phosphatase inhibition; actives 0.006% (n = 330,000); recombinant Eya2, OMFP fluorescence dephosphorylation (OMFP is methylfluorescein phosphate); O00167; Potency, µM (doses to about 76.9 µM), inactives show top-dose activity, negative = inhibition, hits mostly inhibitors; further: potency means the concentration at half of the fitted maximal effect; on the % scale 0 is the no-effect control and ±100 the full control effect
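Eya2 (0.2 uM) preincubated 10 min at ambient with compound, then OMFP substrate added at 50 uM; 10 min reaction in 50 mM HEPES pH 7.5, 50 mM NaCl, 5 uM MgCl2, 0.05% BSA, 1 mM DTT. Fluorescence read at Ex 485/Em 525 nm.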
Mito fusion act: mitochondrial division inhibition or fusion activation | Potency, µM (highest dose often 46.1 µM), inactives show at the top dose growth rescue (activation), hits mostly activators | S. cerevisiae fusion-defective mutant growth rescue, CellTiterGlo 48 h | actives 0.23% (n = 320,000) | AID 485298;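 further: potency means the concentration at half of the fitted maximal effect; % of control where 0% means no effect; nearly all actives have a fitted effect of over 45% in size; temperature-sensitive fusion mutants such as fzo1-1 at 37 °C on non-fermentable ethanol glycerol medium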
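Temperature-sensitive fusion-defective S. cerevisiae (e.g. fzo1-1, mgm1-5) were grown with compound in YPEG medium (3% ethanol, 3% glycerol) for 48 hours at 37C. Growth rescue was measured as viability by CellTiterGlo luminescence after 10 minutes at ambient.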
Tb PFK inh: blocks T. brucei phosphofructokinase; O15648; T. brucei PFK, ADP-Glo luminescence; Potency, µM (doses to about 57.5 µM), for inactives: at the highest dose activity, negative = inhibition, hits mostly inhibitors; actives 0.17% (n = 330,000);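 further: potency means the concentration at half of the fitted maximal effect; 0% = uninhibited 1x PFK enzyme wells and -100% = no-enzyme wells; nearly all actives have a fitted effect of over 60% in size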
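PFK 1.25 nM, F6P 0.5 mM, ATP 0.1 mM, 0.1 M TEA pH 8.0, 5 mM MgCl2, 0.01% Tween20, 0.1% BSA; 45 min RT. ADP-Glo readout. qHTS titration up to 57 uM; curves fitted, compounds curve-classed.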
* = called active by the depositor; ? = inconclusive; . = no result given; [ ] = another dose, or the depositor's remark. Unless noted, the call rests on the fitted dose curve; in most records, active means well fitted curve in the direction sought with a large enough effect; inconclusive means small, poorly fitted or top-dose-only effect, or another doubt; inactive means no such curve, though single readings can be large; an effect the other way counts as inactive or inconclusive.

#	Molecule	ELG1 repair inh	BCR signal inh	TCR activator	uPA generation	B2AR arrestin	USP2a block	TSG101-PTAP inh	TSHR antag	Eya2 phos inh	Mito fusion act	Tb PFK inh
1	FC(F)Oc1ccc(NC(=S)NC2CCSc3ccccc32)cc1 (configuration not stated)	3%	-2%	0%	-24%	0.4%	1%	-1%	-1	-7%	-1%	0%
2	Cn1c2ccccc2c2cc(/C=N/NC(=O)c3ccc(N)cc3)ccc21	?	?	1%	-7%	-0.2%	-9%	-4%	-7	13%	2%	2%
3	COc1ccc(-n2c(SCC(=O)NCC3CCCO3)nc3n[nH]c(C)c3c2=N)cc1 (configuration not stated)	2%	-12%	-43%	-8%	-1.1%	3%	2%	21	4%	0%	0%
4	CCOC(=O)C(C)(C)N(Cc1ccc(Cl)cc1)S(=O)(=O)c1ccc(Cl)c([N+](=O)[O-])c1	18µM*	?	.	.	-0.5%	0%	.	-16	-1%	9%	5%
5	CN(CC(=O)NC1CC1)S(=O)(=O)c1ccc(Br)cc1	4%	-3%	-29%	-2%	-0.3%	3%	.	-3	14%	-3%	-6%
6	CCOC(=O)C1=CN(Cc2cccc(F)c2)S(=O)(=O)NC1c1ccc2ccccc2c1 (configuration not stated)	-3%	-2%	-2%[46.1 µM]	10%	0.3%	-4%	1%	15	5%	.	2%
7	COc1ccc2c(c1)N(C)/C(=C1/SC(=S)N(NC(C)=O)C1=O)S2	7%	3%	1%	4%	-0.2%	2%	-9%	-43	17%	-2%	2%
8	O=C(O)C1=C(Nc2ccccc2)OCC1=O	16%	-14%	4%	1%	0.9%	1%	-3%	0	?	-3%	0%
9	O=C(OCc1nnc(-c2ccccc2)o1)c1ccc2ccccc2n1	?	?	10%	1%	-0.1%	0%	-4%	-2	-31%	1%	0%
10	COc1cc(NC2c3ccccc3C(=O)N2Cc2ccccc2)cc(OC)c1OC (configuration not stated)	-7%	0%	13%	-1%	-0.9%	-9%	-3%	13	3%	2%	3%
11	Cn1cccc1C(=O)NCc1ccccn1	15%	-7%	1%	2%	0.2%	1%	-1%	5	1%	0%	-1%
12	O=C(CN1C(=O)CC(c2ccco2)Sc2ccccc21)Nc1ccc2c(c1)OCCO2 (configuration not stated)	-18%	-1%	4%	-5%	-0.3%	-1%	-7%	2	-4%	13%	1%
13	CC1CCCN(C(=O)CNC(=O)c2ccco2)C1 (configuration not stated)	?	2%	-4%	7%	-1.1%	6%	-7%	6	-8%	2%	1%
14	Nc1ncnc2c1ncn2[C@@H]1O[C@H](CNCc2ccccc2OCC(=O)N2CCCCC2)[C@@H](O)[C@H]1O	12%	0%	-4%	9%	-0.4%	1%	-3%	-4	-30%	.	3%
15	CC(C)C(C)NC(=O)CN1C(=O)NC2(CCCc3ccccc32)C1=O (configuration not stated)	10%	3%	.	-1%	-1.0%	1%	-3%	3	18%	-2%	-3%
16	Cc1ccc(S(=O)(=O)/N=C(/Nc2nc(C)cc(C)n2)N2CCOCC2)cc1	0%	2%	-1%	2%	-0.1%	0%	-1%	8	10%	1%	0%
17	COc1ccc(C(=O)NC2CCN(C(=S)Nc3ccccc3)CC2)cc1	4%	-7%	0%	-4%	0.4%	-2%	-1%	-11	1%	-13%	-2%
18	CCCSc1nc(SCC(=O)NCc2ccccc2)c2c3c(sc2n1)COC(C)(CC)C3 (configuration not stated)	?	-10%	5%	4%	-0.1%	-1%	-6%	-2	16%	0%	0%
19	CN(C)CCCNC(=O)C(=O)NCC1CCCO1 (configuration not stated)	-11%	0%	2%	4%	-0.5%	-1%	-4%	4	-10%	7%	2%
20	CCNc1c2c(nc3ccccc13)CC(C)(C)CC2=O	-16%	24%	0%[46.1 µM]	-2%	0.0%	0%	-3%	-17	-3%	0%	-3%

In the list so far, 3 contain two or more sulfur atoms.
#	Molecule	ELG1 repair inh	BCR signal inh	TCR activator	uPA generation	B2AR arrestin	USP2a block	TSG101-PTAP inh	TSHR antag	Eya2 phos inh	Mito fusion act	Tb PFK inh
1	FC(F)Oc1ccc(NC(=S)NC2CCSc3ccccc32)cc1 (configuration not stated)	3%	-2%	0%	-24%	0.4%	1%	-1%	-1	-7%	-1%	0%
7	COc1ccc2c(c1)N(C)/C(=C1/SC(=S)N(NC(C)=O)C1=O)S2	7%	3%	1%	4%	-0.2%	2%	-9%	-43	17%	-2%	2%
18	CCCSc1nc(SCC(=O)NCc2ccccc2)c2c3c(sc2n1)COC(C)(CC)C3 (configuration not stated)	?	-10%	5%	4%	-0.1%	-1%	-6%	-2	16%	0%	0%

Further compounds:
#	Molecule	ELG1 repair inh	BCR signal inh	TCR activator	uPA generation	B2AR arrestin	USP2a block	TSG101-PTAP inh	TSHR antag	Eya2 phos inh	Mito fusion act	Tb PFK inh
21	COc1ccccc1C(=O)Nc1ccnn1C1CCN(CCCc2ccccc2)CC1	13%	-10%	4%	3%	0.3%	1%	0%	-7	-11%	-7%	-2%
22	COc1ccccc1-n1nnnc1SCC(=O)N(C)C1CCS(=O)(=O)C1 (configuration not stated)	4%	-3%	2%	21%	-0.3%	3%	1%	50	2%	6%	-7%
23	CC(=O)NC1(c2cccc(F)c2)CCN(C(=O)Nc2ccc(C#N)cc2)CC1	-13%	-1%	-10%	-3%	-0.1%	2%	3%	8	2%	0%	0%
24	CCOc1ccc(S(=O)(=O)Nc2nc3ccccc3nc2-n2ccc(=NC(=O)c3ccccc3C)cc2)cc1	-5%	2%	3%	3%	0.4%	20%	?	0	10%	6%	0%
25	CCOc1ccc(-n2nc(C(=O)NCCOC)c3ccccc3c2=O)cc1	-21%	0%	4%	-13%	-0.4%	0%	-1%	-6	5%	-6%	-8%
26	CN(C)CCCn1c(=O)n(Cc2ccccc2)c(=O)c2c3c(sc21)CCCCC3	-10%	?	0%	1%	-0.2%	1%	-1%	-4	?	-36%[inhibitor]	-10%
27	Cc1noc(C)c1C(=O)Nc1c(F)cc(F)cc1Br	16%	?	1%	.	0.0%	1%	-4%	5	-45%	1%	4%
28	CC1CCCC(NC(=O)COC(=O)CCC2CCCC2)C1C (configuration not stated)	3%	2%	5%	5%	-0.3%	1%	-6%	14	-8%	4%	1%
29	Cc1cccc(-c2nc3ccccc3c(=O)n2NC(=S)N(C)C)c1	9%	2%	0%[46.1 µM]	1%	-0.1%	-1%	-2%	5	-6%	-7%	-23%
30	COc1cccc(C(=O)NCc2ccco2)c1OC	0%	-3%	-3%	14%	-0.7%	2%	-1%	19	-22%	3%	0%
31	NNC(=O)c1cccc(S(=O)(=O)Nc2cc(Cl)ccc2Cl)c1	?	8%	-3%	5%	-1.0%	2%	2%	-31	1%	7%	2%
32	CCC(C)(C)NC(=O)C(c1cccn1C)N(Cc1ccc(C)cc1)C(=O)Cn1nnc2ccccc21 (configuration not stated)	7%	1%	4%	2%	0.0%	1%	-6%	8	3%	29%	3%
33	O=C(Nc1ccc(S(=O)(=O)N2CCOCC2)cc1)C1CCCCC1	-11%	-1%	10%	4%	0.0%	3%	-7%	-7	8%	-1%	5%
34	COc1cc(C2C(C(C)=O)=C(O)C(=O)N2CCN(C)C)ccc1O (configuration not stated)	1%	-3%	-8%	3%	0.4%	3%	-2%	-5	-31%	-2%	-1%
35	Cc1c(C(=O)Nc2ccccn2)oc2c(Cl)cccc12	?	0%	-2%	-3%	-0.1%	0%	-1%	-11	0%	10%	-1%
